Bioassay records from PubChem.
VLA-4 agonist: allosterically activates the human VLA-4 integrin; 24,000 tested, under 10 active; P13612; Jurkat cells, LDV-FITC binding, flow cytometry; activation, % at 10 µM (by protocol);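 active = fluorescent ligand binding to cells raised by more than 40% of the manganese-induced maximum; inconclusive = compound's own fluorescence above 85% of the ligand control signal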;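 note: 0% = ligand binding without compound and 100% = manganese-stimulated maximal binding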
Target sequence (P13612 whole entry, looked up): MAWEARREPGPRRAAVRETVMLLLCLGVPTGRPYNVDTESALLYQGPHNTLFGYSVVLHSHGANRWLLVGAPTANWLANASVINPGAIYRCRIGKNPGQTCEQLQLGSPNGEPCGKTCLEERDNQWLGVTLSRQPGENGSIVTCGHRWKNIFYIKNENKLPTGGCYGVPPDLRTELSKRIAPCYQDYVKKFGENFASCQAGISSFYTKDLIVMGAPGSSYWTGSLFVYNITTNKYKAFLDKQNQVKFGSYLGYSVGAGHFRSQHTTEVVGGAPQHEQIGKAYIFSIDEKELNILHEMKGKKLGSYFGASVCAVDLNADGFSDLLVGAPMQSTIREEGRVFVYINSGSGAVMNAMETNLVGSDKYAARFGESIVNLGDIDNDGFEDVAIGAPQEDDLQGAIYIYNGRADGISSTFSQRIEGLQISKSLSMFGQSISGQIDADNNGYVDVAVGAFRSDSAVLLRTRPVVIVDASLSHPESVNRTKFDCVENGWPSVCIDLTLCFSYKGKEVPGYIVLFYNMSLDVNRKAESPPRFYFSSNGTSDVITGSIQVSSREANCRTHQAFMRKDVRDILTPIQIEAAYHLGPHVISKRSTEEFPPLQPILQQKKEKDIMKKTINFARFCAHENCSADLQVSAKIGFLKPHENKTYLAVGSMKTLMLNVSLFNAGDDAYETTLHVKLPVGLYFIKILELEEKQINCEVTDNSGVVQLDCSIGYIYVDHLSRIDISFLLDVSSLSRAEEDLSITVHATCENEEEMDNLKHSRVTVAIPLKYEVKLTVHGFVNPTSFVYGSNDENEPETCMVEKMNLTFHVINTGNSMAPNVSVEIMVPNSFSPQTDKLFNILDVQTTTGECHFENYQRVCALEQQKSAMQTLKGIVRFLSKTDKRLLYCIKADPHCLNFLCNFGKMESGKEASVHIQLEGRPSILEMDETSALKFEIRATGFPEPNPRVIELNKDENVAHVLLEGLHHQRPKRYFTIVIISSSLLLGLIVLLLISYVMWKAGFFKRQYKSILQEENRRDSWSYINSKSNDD
Autofluor Jurkat: compound fluoresces in Jurkat cells, VLA-4 screen interference | 24,000 tested, 0.61% active | fluorescence ratio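 (tested at 10 µM compound in the well)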 | compound autofluorescence, flow cytometry; active compounds read high; 1 = vehicle-only cell background;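 active = fluorescence ratio above 2.44, which is 1 plus 3 SD of all ratios; inconclusive = signal too bright to measure linearly, ratio around 10 or more; inactive = fluorescence ratio below 2.44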;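 note: green fluorescence of cells measured with 488 nm excitation and 530 nm emission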
VLA-4 antagonist: inhibitors of LDV-FITC ligand binding to Mn2+-activated human VLA-4 integrin; inhibition, % at 10 µM (by protocol); 24,000 tested, 0.2% active; P13612; Jurkat cells, LDV-FITC binding with Mn2+, flow cytometry; 100% = Mn2+-driven binding gain fully reversed;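 active = inhibition above 50%; inconclusive = compound itself fluorescent, judged against control cell fluorescence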;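 note: 0% = Mn2+ stimulated cells lacking compound and 100% = ligand binding without Mn2+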
LNCaP diff act: LNCaP prostate cell differentiation activation; 24,000 tested, 0.56% active; flow cytometry side scatter, 4 d; AID 795; side scatter shift, % at 10 µM;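 active = side scatter shift above 30%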;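 note: androgen-responsive LNCaP prostate cancer cells in charcoal-stripped serum medium; percent of cells past a gate set so DMSO wells show 10% shift; higher shift means more granular cells and more differentiation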
* = called active by the depositor; ? = inconclusive. The list is partial; rates above refer to the full screens.

SMILES	VLA-4 agonist	Autofluor Jurkat	VLA-4 antagonist	LNCaP diff act
CC1Cc2ccccc2N1S(=O)(=O)c1cnc[nH]1 (configuration not stated)	?	1.46	?	3.0
CC(C)CC(NC(=O)C(CC(C)C)NC(=O)OC(C)(C)C)C(=O)O (configuration not stated)	-1.0	1.03	-7.0	16.0
COC(=O)c1cc(NC(=O)CCc2c(C)nc3ncnn3c2C)cc(C(=O)OC)c1	-9.0	0.98	-8.0	5.0
Cc1cc2cc(CN3C(=O)c4ccccc4C3=O)ccc2[nH]1	4.0	1.16	17.0	8.0
CN(CC(=O)N1CC=C(c2ccccc2)CC1)S(=O)(=O)c1ccc2c(c1)c(=O)n(C)c(=O)n2C	-9.0	1.12	8.0	12.0
CCOc1ccc(-c2cc(CCCC(=O)NCCCOC)no2)cc1	10.0	0.99	-14.0	8.0
O=C1c2ccccc2C(O)N1Cc1ccccc1 (configuration not stated)	3.0	1.09	-1.0	11.0
CC1CC(C)CN(CCCNC(=O)c2ccc(CS(=O)(=O)Cc3ccccc3F)o2)C1 (configuration not stated)	-5.0	1.11	-4.0	17.0
CCOC(=O)C1CCN(C(=O)COc2ccc(S(=O)(=O)NC(C)C)cc2Cl)CC1	0.5	1.01	1.0	4.0
CCOC(=O)c1ccc(NC(=O)CCc2c(C)nc3ncnn3c2C)cc1	1.3	1.03	4.0	9.0
CCCc1nnc(NC(=O)CN2C(=O)C3C4C=CC(C4)C3C2=O)s1 (configuration not stated)	-3.5	1.06	?	10.0
COc1ccc(-n2ncc3c(NCc4ccc5c(c4)OCO5)ncnc32)cc1	1.0	1.04	-8.5	4.0
O=C(CN(CC1CCCO1)S(=O)(=O)c1ccc(S(=O)(=O)NC2CC2)cc1)Nc1ccccc1 (configuration not stated)	-1.0	1.04	0.5	11.0
Cc1cc(Oc2ccc(Cl)cc2)nc(-c2ccccc2O)n1	-1.0	1.03	-26.5	5.0
Cc1nc2sc(C(c3cccc(F)c3)N3CCCCC3)c(O)n2n1 (configuration not stated)	2.7	1	-12.7	9.0
O=C(NCCC1=CCCCC1)C1CCN(S(=O)(=O)c2cccc3nonc23)CC1	-6.0	1.22	18.0	4.0
Cc1ccc(C(=O)NCc2ccc3c(c2)OCO3)cc1S(=O)(=O)N1CCCCC1	-3.0	1.16	-2.0	10.0
CCn1cnc2cc(NCc3cccc(OC)c3O)ccc21	4.5	1.06	-34.5	25.0
Cc1noc(C)c1S(=O)(=O)N1CCN(C(c2ccccc2)c2ccc(Cl)cc2)CC1 (configuration not stated)	1.0	1.06	-7.0	7.0
CCCCCNC(=O)c1ccc2c(=O)n(CC3CCCO3)c(=O)[nH]c2c1 (configuration not stated)	-4.0	1.07	-12.0	10.0
O=C(NCC(c1cccnc1)N1CCN(c2ccc(F)cc2)CC1)OCc1ccccc1 (configuration not stated)	-1.7	1.08	5.7	8.0
O=C(NC1CCCC1)c1csc2c1CCCC2	-6.0	1.05	-6.0	10.0
CCC(=O)Nc1c2c(nn1-c1cccc(Cl)c1)CSC2	-1.0	1.07	-6.0	3.0
CCOc1ccc(NC(=O)CCN2CCN(S(=O)(=O)c3cc(Cl)ccc3OC)CC2)cc1	?	1.31	?	7.0
Cc1cc(C)c(C#N)c(SCC(=O)Nc2ccc(S(=O)(=O)Nc3onc(C)c3C)cc2)n1	6.7	1.01	-28.0	9.0
O=c1c2ccccc2nc(SCc2cn3ccsc3n2)n1-c1ccc(F)cc1	-29.0	0.96	39.0	0.0
CCOC(=O)N1CCN(C(=O)c2ccc3nc(N4CCC(C)CC4)sc3c2)CC1	4.0	0.85	18.0	6.0
O=C1c2ccccc2NC(c2ccc3c(c2)OCO3)N1O (configuration not stated)	7.0	1.19	9.0	12.0
Cc1ccc(S(=O)(=O)c2nc(-c3ccc(F)cc3)oc2SCC(=O)NCC2CCCO2)cc1 (configuration not stated)	-2.0	1.06	11.0	6.0
CC1(C)NC(=O)N(CCCOc2ccc(Br)cc2Cl)C1=O	-6.5	1.02	-17.5	10.0
Cc1nc2nc(C)c(CCC(=O)N3CCOCC3)c(C)n2n1	-7.0	1.03	-6.0	2.0
CCOC(=O)C(C)Sc1nnc(CNC(=O)c2ccc(OC)cc2)n1C1CCCCC1 (configuration not stated)	-3.0	0.97	10.0	2.0
Cc1cc(NC(c2cccnc2)c2c(C)[nH]c3ccccc23)no1 (configuration not stated)	-10.5	1	-1.5	6.0
O=C(NCc1ccc2c(c1)OCO2)c1ccc(CS(=O)(=O)c2cccc(C(F)(F)F)c2)o1	6.0	0.98	-19.0	6.0
CC(C)(CSc1nncn1N)NS(=O)(=O)c1ccc(Cl)cc1	4.0	1.06	-7.0	6.0
O=C(c1cc(-c2ccc(O)cc2)on1)N1CCc2ccccc2C1	0.0	1.03	8.0	7.0

3 compounds from above, arranged by SMILES length, ascending:
SMILES	VLA-4 agonist	Autofluor Jurkat	VLA-4 antagonist	LNCaP diff act
O=C1c2ccccc2NC(c2ccc3c(c2)OCO3)N1O (configuration not stated)	7.0	1.19	9.0	12.0
Cc1cc(NC(c2cccnc2)c2c(C)[nH]c3ccccc23)no1 (configuration not stated)	-10.5	1	-1.5	6.0
CCOC(=O)N1CCN(C(=O)c2ccc3nc(N4CCC(C)CC4)sc3c2)CC1	4.0	0.85	18.0	6.0

More records:
SMILES	VLA-4 agonist	Autofluor Jurkat	VLA-4 antagonist	LNCaP diff act
COc1ccc(CCNC(=O)CN(c2ccc(C)cc2)S(=O)(=O)c2c(C)noc2C)cc1OC	-3.0	1.05	-12.0	1.0
CCCOc1ccc(S(=O)(=O)NCCCN2CCOCC2)c2ccccc12	-3.5	0.98	-16.0	8.0
CC1CC(C)CN(C(=O)C2CCCN(S(=O)(=O)c3cccc4nonc34)C2)C1 (configuration not stated)	?	1.47	?	10.0
Cc1noc(C)c1S(=O)(=O)N(CC(=O)Nc1ccc2c(c1)OCO2)c1ccc(C(C)C)cc1	-16.0	1.21	23.8	9.0
CCC1Sc2ccccc2N(CC(=O)NCc2ccc3c(c2)OCO3)C1=O (configuration not stated)	-1.0	1.08	9.0	9.0
CCN1CCN(c2c(Cl)cccc2NC(=O)c2ccc3c(c2)OCCO3)CC1	-3.0	1.01	-7.5	7.0
O=C(CSc1ccc(Cl)cc1)OCc1nnc(-c2ccccc2)o1	-3.0	1.08	36.0	20.0
CCN1CCN(C(=O)C2c3cc(OC)c(OC)cc3C(=O)N(C)C2c2ccc(SC)cc2)CC1 (configuration not stated)	1.0	1.02	-13.0	4.0
CCOC(=O)N1CCN(C(=O)c2oc(=O)c3ccccc3c2-c2ccc(C)cc2)CC1	-1.0	1.15	17.0	11.0
Cc1ccc(-c2nn(CC(=O)NCc3ccco3)c(=O)c3ccccc23)cc1	0.0	0.97	0.0	7.0
Cc1ccc(OCc2nnc(SCC(=O)N3CCOCC3)n2C)cc1	2.0	1.05	-7.5	3.0
Cc1cc(C)n(C(=O)CCNC(=O)c2ccccc2Br)n1	0.0	0.97	3.0	3.0

One compound at a time, from the list above:
Cc1ccc(-c2nn(CC(=O)NCc3ccco3)c(=O)c3ccccc23)cc1 reads VLA-4 agonist = 0.0; Autofluor Jurkat = 0.97; VLA-4 antagonist = 0.0; LNCaP diff act = 7.0
O=C(CSc1ccc(Cl)cc1)OCc1nnc(-c2ccccc2)o1 reads VLA-4 agonist = -3.0; Autofluor Jurkat = 1.08; VLA-4 antagonist = 36.0; LNCaP diff act = 20.0

The listing continues.
SMILES	VLA-4 agonist	Autofluor Jurkat	VLA-4 antagonist	LNCaP diff act
O=c1c2oc3ccccc3c2ncn1Cc1ccccc1F	-1.0	1.12	9.0	4.0
CCCn1c(C(C)NC(=O)c2ccccc2)nc2ccccc21 (configuration not stated)	2.0	1.04	-5.0	3.0
O=C(CCn1c(=O)sc2ccccc21)Nc1cccnc1	-2.3	1.01	-9.7	3.0
Nc1sccc1C(=O)c1ccccc1	-1.0	1.02	10.0	8.0
Cc1ccc(-n2ncc3c(=O)n(-c4ccc(C)c(C)c4)c(C)nc32)cc1	1.0	1.02	3.0	2.0
CCN(CC)C(=O)C1CCC(CNS(=O)(=O)c2cccc3cccnc23)CC1 (configuration not stated)	-0.3	1.02	-9.3	4.0
O=C(c1ccccc1)c1ccc2nc(N3CCN(C(=O)c4ccco4)CC3)c3nncn3c2c1	?	1.55	?	17.0
CN(Cc1ccccc1)S(=O)(=O)c1ccc(C(=O)Nc2nnc(C3CC3)o2)cc1	5.0	1.07	-1.0	13.0
Cc1ccc(-c2nc3cccnc3s2)cc1NC(=O)c1ccco1	-9.0	1.11	17.0	10.0
COc1ccc(S(=O)(=O)Nc2ccc3c(c2)OCO3)cc1Cl	8.0	1.4	-48.5	7.0
Cc1nc(Sc2nnnn2-c2ccccc2)c(C#N)c(C)c1C	0.0	1.15	3.0	10.0
c1ccc(C(Cc2nc(-c3ccccn3)no2)c2ccccc2)cc1	-5.5	0.98	-13.5	11.0

Molecules from the list above containing two or more sulfur atoms:
SMILES	VLA-4 agonist	Autofluor Jurkat	VLA-4 antagonist	LNCaP diff act
O=C(CN(CC1CCCO1)S(=O)(=O)c1ccc(S(=O)(=O)NC2CC2)cc1)Nc1ccccc1 (configuration not stated)	-1.0	1.04	0.5	11.0
Cc1cc(C)c(C#N)c(SCC(=O)Nc2ccc(S(=O)(=O)Nc3onc(C)c3C)cc2)n1	6.7	1.01	-28.0	9.0
O=c1c2ccccc2nc(SCc2cn3ccsc3n2)n1-c1ccc(F)cc1	-29.0	0.96	39.0	0.0
Cc1ccc(S(=O)(=O)c2nc(-c3ccc(F)cc3)oc2SCC(=O)NCC2CCCO2)cc1 (configuration not stated)	-2.0	1.06	11.0	6.0
CC(C)(CSc1nncn1N)NS(=O)(=O)c1ccc(Cl)cc1	4.0	1.06	-7.0	6.0

(cont.)
SMILES	VLA-4 agonist	Autofluor Jurkat	VLA-4 antagonist	LNCaP diff act
COc1ccc(N2C(=O)c3cccc4cccc(c34)C2=O)nn1	0.5	1.09	-1.5	2.0
O=C(CNC(=O)c1cccs1)NCCN1CCN(c2ccccc2F)CC1	-1.7	1.04	-15.0	8.0
Cc1ccc(-c2nc(CSCC(=O)N3CCN(C(=O)c4ccco4)CC3)c(C)o2)cc1	?	1.13	?	7.0
CCc1cccc(NS(=O)(=O)c2c(C)n[nH]c2C)c1	-1.0	1.08	2.3	9.0
O=C(NC1CCCCC1)C1CC(=O)N(c2ccc(Cl)cc2)C1 (configuration not stated)	3.0	1.06	0.0	7.0
Cc1c(C(=O)N2CCCc3ccccc32)oc2ccc(S(=O)(=O)N3CCOCC3)cc12	?	1.35	?	2.0
O=C(O)c1ccc(Cl)c2c1C1C=CCC1C(c1ccccn1)N2 (configuration not stated)	?	1.44	?	4.0
CCOC(=O)C(NC(=O)CC)(Nc1ccc(S(=O)(=O)Nc2onc(C)c2C)cc1)C(F)(F)F (configuration not stated)	10.5	1	-19.5	5.0
Cc1ccccc1-n1c(SCc2c(C)noc2C)nnc1-c1ccncc1	0.7	1.09	-10.7	8.0
CC(C)Sc1ncnc2c1oc1ccccc12	3.0	0.98	2.0	4.0
NC(=O)CSc1nnc(-c2cnccn2)n1-c1ccccc1	-0.5	1.01	-15.5	13.0
Cc1ccc(C)n1-c1ccc(-n2cnnn2)cc1	3.5	1.09	8.5	10.0
Cc1cc(N2CCOCC2)nc2ccc(NC(=O)CCC(=O)N3CCCCC3)cc12	15.0	0.81	-7.0	22.0
O=C(CSc1nc2c(c(=O)n1-c1ccc(F)cc1)SCC2)NCC1CCCO1 (configuration not stated)	-5.0	0.98	0.3	16.0
CCOCCCNC(=O)C(NC(=O)c1ccccn1)c1ccc(C)cc1 (configuration not stated)	0.5	1	-15.0	2.0
CCOC(=O)N1CCC(NC(=O)c2cc3ccccn3n2)CC1	2.0	1.01	-9.0	5.0
COc1ccc(NC(=O)Cn2nnc(-c3ccccc3N)n2)cc1OC	5.5	0.98	-9.0	5.0
CCN(CC)CCOC(=O)C1(c2ccc(OC)c(OC)c2)CCCC1	-5.7	1	0.0	11.0
CCOC(=O)c1sc(=NC(=O)c2ccc(S(=O)(=O)N3CC(C)OC(C)C3)cc2)n(C)c1C (configuration not stated)	4.0	0.95	5.0	7.0
COc1ccc(C2C(C(=O)Nc3cccc(C)n3)c3ccccc3C(=O)N2C)cc1OC (configuration not stated)	-4.0	0.99	20.0	5.0
O=S(=O)(Nc1ccn(-c2ccccc2)n1)c1ccc(Br)cc1	1.5	1.07	-27.0	6.0

Results in LNCaP diff act, for 3 of the compounds above:
molecule	LNCaP diff act
O=S(=O)(Nc1ccn(-c2ccccc2)n1)c1ccc(Br)cc1	6.0
Cc1cc(N2CCOCC2)nc2ccc(NC(=O)CCC(=O)N3CCCCC3)cc12	22.0
CCN(CC)CCOC(=O)C1(c2ccc(OC)c(OC)c2)CCCC1	11.0
